Screening data (PubChem BioAssay)
Ub-GFP proteasome – Ubiquitin-GFP Assay; Ubiquitin-GFP reporter cells, proteasome inhibition, GFP fluorescence; response scale: untreated = 0%, 10 µM MG-132 = 100%; Potency, µM (titrated, usually from 45.9 µM), inactives show at the top dose activation (GFP accumulation), most hits filed as activators; 67,000 tested, under 10 active; AID 526, 2006; active = well fitted activation curve with a large enough effect, not every such curve was filed as active; inconclusive = small, poorly fitted or top-dose-only effect, or another doubt; inactive = no such curve, though single readings can be large or run the other way; note: potency is the fitted concentration of half-maximal effect
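Proteasome block read as GFP accumulation: ubiquitin(G76V)-GFP U2OS cells exposed to compound (2.9 nM–46 uM) for 4 hr at 37 C. Normalization used untreated cells as 0% and 10 uM MG-132 as 100%; concentration-response curves fitted.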
4-MU autofl – qHTS Assay for Spectroscopic Profiling in 4-MU Spectral Region; AID 589, 2007; max dye-equivalent concentration, M; compound autofluorescence, 340/450 nm, 4-MU equivalents; active compounds read high; 59,000 compounds, 11% hits; in the data active = max dye-equivalent concentration above about 10 nM; inconclusive = mostly about 1.1 nM to 9.6 nM
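Compounds in 100 mM Tris, pH 8.0, sat 15 min at room temperature before fluorescence was read at 340 nm excitation/450 nm emission; a per-plate six-point 4-MU standard curve converted signals to dye-equivalent concentration at each compound concentration.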
HEK293 cAMP ctrl – qHTS Assay for Agonists of the Thyroid Stimulating Hormone Receptor: Activators of Intracellular cAMP Concentrations in Parental HEK 293; parental HEK293 CNG cAMP sensor, membrane potential fluorescence; Potency, µM (highest dose often 57.1 µM), without a hit: at the top dose activation, usual class: activators; 73,000 compounds, 2.5% hits; AID 938, 2007; note: potency is the fitted concentration of half-maximal effect; % of control where 0% means no effect; nearly all actives have a fitted effect of over 55% in size
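Counterscreen for endogenous-receptor signalling: CNG-channel HEK 293 cells report cAMP rise by membrane depolarization. After 60 min dye equilibration with 100 uM RO 20-1724, compounds incubated 30 min before bottom-read fluorescence at 590 nm.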
A350 autofl – qHTS Assay for Spectroscopic Profiling in A350 Spectral Region; max dye-equivalent concentration, M; AID 590, 2007; 59,000 compounds, 11% hits; Compound autofluorescence, 340/450 nm, Alexa 350 dye-equivalents; active compounds read high; in the data active = max dye-equivalent concentration above about 10 nM; inconclusive = mostly about 1.1 nM to 9.6 nM
Caspase-1 inhib – qHTS Assay for Allosteric/Competitive Inhibitors of Caspase-1. AID 900, 2007. Potency, µM (highest dose often 57.5 µM), inactives show top-dose activity change, negative = inhibition, actives largely listed as inhibitors. Caspase-1 enzyme, Ac-WEHD-AFC fluorogenic rate. P29466. 75,000 compounds, 0.03% hits;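 note: potency is the fitted concentration of half-maximal effect; plate controls were vehicle for no effect and no substrate for full effect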
Target sequence (P29466 120-297 limits assumed): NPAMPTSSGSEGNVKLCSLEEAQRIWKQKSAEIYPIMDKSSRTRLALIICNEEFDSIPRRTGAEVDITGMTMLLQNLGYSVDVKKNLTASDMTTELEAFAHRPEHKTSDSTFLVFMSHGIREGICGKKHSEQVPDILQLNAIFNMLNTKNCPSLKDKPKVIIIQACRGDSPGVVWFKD
Target sequence (P29466 317-404 limits assumed): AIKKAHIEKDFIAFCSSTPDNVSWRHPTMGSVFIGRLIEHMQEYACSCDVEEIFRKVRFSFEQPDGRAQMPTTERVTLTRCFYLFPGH
USP2a inhib – qHTS Assay for Inhibitors of Ubiquitin-specific Protease USP2a; Ubiquitin carboxyl-terminal hydrolase 2 (Homo sapiens), O75604; USP2a enzymatic assay, qHTS inhibition; Potency, µM (titrated, usually from 38.3 µM), inactives show at the highest dose activity change, negative = inhibition, most hits filed as inhibitors; 60,000 compounds, 0.1% hits; AID 927, 2007;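 note: potency is the fitted concentration of half-maximal effect; nearly all actives have a fitted effect of over 60% in size; plate controls were DMSO for no effect and NEM full inhibition control for full effect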
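USP2 core (20 nM final) was preincubated with compound for 30 min at RT in 20 mM Tris-HCl pH 8.0, 2 mM CaCl2, 2 mM beta-mercaptoethanol; Ub-PLA2 (20 nM) plus NBD C6-HPC (20 uM) then added, fluorescence read after 2.5 h.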
BRCT PPI green – qHTS Assay for Inhibitors of BRCT-Phosphoprotein Interaction (Green Fluorophore); Breast cancer type 1 susceptibility protein (Homo sapiens), P38398; BRCA1 BRCT-phosphopeptide binding, green fluorescence polarization; AID 875, 2007; Potency, µM (titrated, usually from 76.9 µM), for the others: at the highest dose activity change, negative = inhibition, actives largely listed as inhibitors; 75,000 compounds, 0.05% hits;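 note: potency is the fitted concentration of half-maximal effect; plate controls were peptide without protein for full effect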
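Compounds were incubated for 12 min at room temperature with a complex of 100 nM fluorescein-tagged pBACH1 decapeptide and 250 nM His-tagged BRCT protein. Buffer was phosphate pH 7.3 with EDTA, DTT and Tween 20. Disruption of binding lowers the polarization signal.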
Fluorescein autfl – qHTS Assay for Spectroscopic Profiling in Fluorescein Spectral Region; Compound autofluorescence, 480/540 nm, fluorescein-equivalent; active compounds read high; max fluorescein-equivalent concentration, M; 59,000 compounds, 0.91% hits; in the data active = max fluorescein-equivalent concentration above about 10 nM; inconclusive = between about 1.1 nM and that limit
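Tris 100 mM pH 8.0; 15 min RT; CCD read, ex 480/em 540 nm. Output: fluorescein-equivalent concentration per compound concentration, from six-point dye series on each plate.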
Caspase-7 inhib – qHTS Assay for Allosteric/Competitive Inhibitors of Caspase-7; P55210; recombinant caspase-7, Ac-DEVD-AFC fluorescence rate; Potency, µM (highest dose often 57.5 µM), inactives show at the top dose activity change, negative = inhibition, most hits filed as inhibitors; 75,000 compounds, 0.02% hits; active = well fitted inhibition curve with a large enough effect in the main read-out, with a control signal flat, not every such curve was filed as active; inconclusive = small, poorly fitted or top-dose-only effect, or a change in a side signal; note: potency is the fitted concentration of half-maximal effect; % of control where 0% means no effect
Target sequence (P55210 24-198 limits assumed): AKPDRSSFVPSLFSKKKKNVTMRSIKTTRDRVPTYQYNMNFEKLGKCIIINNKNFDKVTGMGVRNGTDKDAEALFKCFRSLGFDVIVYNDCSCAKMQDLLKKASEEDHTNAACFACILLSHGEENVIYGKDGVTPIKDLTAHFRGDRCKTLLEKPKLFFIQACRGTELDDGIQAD
Target sequence (P55210 207-303 limits assumed): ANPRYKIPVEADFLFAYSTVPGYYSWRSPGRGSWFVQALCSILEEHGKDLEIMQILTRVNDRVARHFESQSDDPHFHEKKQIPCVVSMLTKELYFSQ
GFP derepression – qHTS Assay for Epigenetic Modulators; mouse C127i GFP locus derepression, cytometry, 30 h; 68,000 compounds, 0.09% hits; Potency, µM (titrated, usually from 46.1 µM), for inactives: top-dose GFP derepression (activation); note: % of control where 0% means no effect
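Locus derepression in mouse mammary C127i cells whose integrated CMV-GFP reporter is normally silent; GFP expression after 30 h compound treatment was quantified by counting fluorescent cells.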
BRCT PPI red – qHTS Assay for Inhibitors of BRCT-Phosphoprotein Interaction (Red Fluorophore) | Breast cancer type 1 susceptibility protein (Homo sapiens), P38398 | BRCT-phosphopeptide binding, red fluorescence polarization | Potency, µM (series often up to 76.9 µM), inactives show at the highest dose activity change, negative = inhibition, actives largely listed as inhibitors | 75,000 compounds, 0.03% hits | AID 892, 2007; note: % is set by controls: 0 for no effect and ±100 for the full control effect
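Rhodamine-labelled pBACH1 10-mer (100 nM) bound to BRCT domain (100 nM) at pH 7.3; compounds incubated 12 min room temperature, polarization read. Free peptide defines full inhibition; unlabelled decapeptide titrated as control.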
* hit, by the source's call; i = inactive; ? = inconclusive; · = not tested or not shown; [ ] = remark or other dose. Unless noted, calls come from the whole dose curve; as a rule, active = well fitted curve in the direction sought with a large enough effect; inconclusive = small, poorly fitted or top-dose-only effect, or another doubt; inactive = no such curve, though single readings can be large; an effect the other way counts as inactive or inconclusive. A portion of the library, so the mix of outcomes need not match the whole.

SMILES	Ub-GFP proteasome	4-MU autofl	HEK293 cAMP ctrl	A350 autofl	Caspase-1 inhib	USP2a inhib	BRCT PPI green	Fluorescein autfl	Caspase-7 inhib	GFP derepression	BRCT PPI red
Cc1ccc(S(=O)(=O)NCC(=O)N(CC(=O)NCC2CCCO2)Cc2ccccc2)cc1 (stereo not drawn)	-5%	i	15%	i	-1%	3%	0.7%	i	3%	2%	0.8%
Cc1cc(C)nc(-n2nc(C)cc2NC(=O)c2cccc(S(=O)(=O)N(C)C)c2)n1	5%	i	7%	i	2%	-3%	2.6%	?	0%	0%	-1.6%
CCC1Oc2ccc(C)cc2N(CC(=O)N2CCN(c3ccc(F)cc3)CC2)C1=O (stereo not drawn)	0%	·	?	·	0%	·	0.0%	·	-3%	-5%	0.8%
Cc1noc(C)c1C(=O)N1CCC2(CCCN(Cc3nccs3)C2)CC1	-9%	i	14%	i	-1%	8%	-1.9%	i	-1%	-7%[9.22 µM]	-1.2%
COc1cc(S(=O)(=O)NCCc2ccc3c(c2)OCO3)ccc1-n1cnnn1	-2%	i	26%	i	2%	·	-2.4%	i	2%	-1%	0.5%
O=C(c1ccc([N+](=O)[O-])cc1)[C@@H](Br)[C@@H](Br)c1ccnc2ccccc12	2%[9.17 µM]	i	8%[11.4 µM]	i	-1%[11.5 µM]	·	-0.4%[15.4 µM]	i	-4%[11.5 µM]	10%[9.22 µM]	-1.2%[15.4 µM]
COc1cc(/C=c2\s/c(=C(/C#N)C(=O)N3CCCC3)n(-c3ccccc3)c2=O)ccc1O	-2%	i	-18%	i	-8%	9%	9.9%	?	-9%	0%	1.9%
O=C(O)C1CCCCC1C(=O)Nc1nccs1 (stereo not drawn)	-14%	·	9%	·	0%	·	-0.4%	·	1%	0%	-0.8%
CCc1cc2c(=O)c(-c3nc4ccccc4n3C)c(C(C)C)oc2c(CN2CCN(C)CC2)c1O	3%	·	0%	·	-10%	28%	-0.3%	·	-18%	0%	0.2%
Cc1ccc2c(CN3CCCc4ccccc43)cc(=O)oc2c1C	-1%	?	28%	?	-5%	15%	-0.9%	?	-5%	-4%	-2.6%
Cn1cccc1Cc1nnc(SCC(=O)Nc2ccc(F)cc2F)n1-c1ccc(F)cc1	-14%	·	7%	·	-2%	·	-3.9%	·	-2%	·	-0.7%
COc1ccc2nc3oc(C(=O)NC4CCN(Cc5ccccc5)CC4)cc3cc2c1	1%	6.8e-08M*	8%	7.2e-08M*	2%	11%	-0.7%	i	0%	-3%	-1.1%
CS(=O)(=O)N1CCCC(C(=O)NCCCN2CCN(Cc3ccccc3)CC2)C1 (stereo not drawn)	0%	i	3%	i	0%	2%	-1.3%	?	-2%	1%	-3.9%
Cc1cc(=O)n2[nH]c(-c3ccccc3)cc2n1	-12%	i	-9%	i	-1%	5%	-0.4%	?	-1%	0%	-3.7%
O=C(c1ccc(OCC2CCCO2)cc1)N1CCN(c2ccccc2)CC1 (stereo not drawn)	5%	i	23%	i	-2%	14%	-2.7%	?	1%	0%	0.0%
COc1ccc(C2=NOC(C(=O)N3CCOCC3)C2)cc1OC (stereo not drawn)	-1%	i	10%	i	-1%	-1%	-2.0%	i	-1%	0%	-2.5%
CNc1ncnc2c1ncn2[C@@H]1O[C@H](CO)[C@@H](O)[C@@H]1O	-7%[20.5 µM]	i	?	i	1%[25.7 µM]	7%[17.1 µM]	-0.9%[34.4 µM]	?	1%[25.7 µM]	-2%[20.6 µM]	0.3%[34.4 µM]
C=CCn1c(NC(C)c2cc(Cl)ccc2O)nc2ccccc21 (stereo not drawn)	0%	·	0%	·	0%	·	-0.7%	·	-4%	2%	0.0%
CCCCN=C(C)C1=C(O)CSC1=O	21%	·	8%	·	-2%	-1%	0.3%	·	2%	2%	-0.4%
Cc1cc(C)cc(-c2nc(-c3ccncc3)no2)c1	12%	·	7%	·	0%	·	-1.0%	·	0%	·	-0.4%
COc1ccc(/C=N/n2cnnc2SCc2ccccc2)cc1	0%	·	25%	·	-2%	26%	1.0%	·	-2%	2%	-1.5%
COc1cc(C(=O)Nc2ccc3c(c2)C(=O)N(CCC(=O)O)C3=O)cc(OC)c1OC	0%	i	1%	i	0%	2%	0.4%	i	1%	6%	0.2%
O=c1[nH]c(CSc2nnc(COc3ccccc3)n2-c2ccccc2)nc2ccccc12	0%	i	25%	?	-3%	27%	0.8%	i	-2%	-3%	-0.4%
Cc1onc(-c2ccccc2Cl)c1C(=O)N1CCN(c2cccc(Cl)c2)CC1	-1%	·	?	·	-6%	·	1.6%	·	-1%	·	-0.7%
Cc1ccc2c(N)c(C)ccc2c1	-3%	4e-08M*	-5%	3.7e-08M*	-4%	-3%	2.3%	i	0%	0%	-1.5%
C=CCC1(c2ccccc2)Oc2ccc(C)cc2-c2nc3cc(Cl)c(Cl)cc3nc21 (stereo not drawn)	·	·	-4%[11.4 µM]	·	0%[11.5 µM]	·	-4.5%[15.4 µM]	·	-1%[11.5 µM]	·	-0.1%[15.4 µM]
O=C(COC(=O)c1ccc(Cl)c(S(=O)(=O)N2CCCC2)c1)NC1CCCC1	5%	i	30%	i	0%	-1%	-3.6%	?	7%	1%	-0.4%
CS(=O)(=O)Nc1ccc(C(=O)NCc2ccco2)cc1	-10%	i	3%	i	-3%	-4%	0.7%	i	-1%	8%	0.1%
CCSc1nnc(NC(=O)c2ccco2)s1	8%[9.17 µM]	·	0%[11.4 µM]	·	0%	-5%[7.66 µM]	-1.5%	·	0%	0%	-0.5%
C1CCC2=NCCCN2CC1	·	i	-5%	i	1%	35%[activator]	-2.1%	?	-1%	0%	-2.0%
O=C(Cc1cccs1)NCCn1ccc2ccccc21	-4%	·	1%	·	-1%	·	-1.7%	·	-1%	·	0.2%
CCOC(=O)N1CCN(C(=O)c2cccc(-n3c(=S)[nH]c4cc(Cl)ccc4c3=O)c2)CC1	·	i	11%	i	-2%	39%[activator]	-1.5%	i	-1%	-2%	-0.3%
COc1ccc(C2(C(N)=O)CCCCC2)cc1OC	·	·	-6%	·	-2%	·	-2.5%	·	-1%	·	-1.1%
Cc1cccn2c(N)c(-c3ccccc3)nc12	-6%	8.9e-07M*	12%	8.5e-07M*	-18%	1%	1.3%	i	-12%	3%	-1.6%
COc1ccc(CCNC(=O)c2ccc3c(c2)NC(=O)C(N2CCOCC2)S3)cc1OC (stereo not drawn)	-12%	i	3%	i	0%	19%	6.2%	i	-2%	-2%	0.9%
CC(C)NC[C@H]1CCc2cc(CO)c([N+](=O)[O-])cc2N1	-2%[20.5 µM]	i	2%[25.6 µM]	i	-2%[25.7 µM]	5%[17.1 µM]	-1.6%[34.4 µM]	?	-1%[25.7 µM]	-1%[20.6 µM]	-0.4%[34.4 µM]
O=C(NCCCN1CCc2ccccc2C1)C1CCN(S(=O)(=O)N2CCCC2)CC1	-4%	i	7%	?	0%	9%	-2.4%	i	0%	0%	1.5%
COc1ccc(CN2CCN(S(=O)(=O)c3ccc(F)cc3)CC2)cc1OC	1%	i	21%	i	1%	0%	-0.5%	i	0%	-3%	-1.7%
O=C(c1ccc(-c2ccccc2)cc1)N1CCN(Cc2ccccn2)CC1	17%	·	7%	·	-3%	8%	1.4%	·	-4%	0%	-0.4%
O=C(Nc1ccccc1F)NC1CCN(Cc2nnnn2Cc2ccc(F)cc2)CC1	-1%	i	6%	i	1%	21%	-1.4%	i	2%	0%	-1.5%
CCn1c(COc2ccccc2)nnc1SCC(=O)C(C)(C)C	5%	i	21%	i	-2%	11%	0.4%	i	0%	0%	-0.4%
CC(C)CCN(C(=O)CNC(=O)c1ccco1)C(C(=O)NC1CCCCC1)c1ccco1 (stereo not drawn)	-3%	i	27%	i	0%	78%[activator]	-1.9%	?	-2%	0%	-1.5%
CCOC(=O)COc1ccc(C2NC(C(=O)O)CS2)cc1 (stereo not drawn)	-3%	?	3%	?	3%	-13%	0.0%	i	3%	2%	0.8%
COc1ccc(NC(=O)CCn2cccc2)cc1	·	·	-4%	·	3%	·	-0.7%	·	-1%	·	1.6%
CCOC(=O)C(C)Oc1cccc2c(=O)n(CC(=O)NCc3ccc4c(c3)OCO4)ccc12 (stereo not drawn)	-2%	·	9%	·	-1%	·	-1.1%	·	3%	·	0.8%
Cc1cccc(N2CCN(C(=O)c3cn(C)c(=O)c4c3c3ccccc3n4C)CC2)c1C	-7%	3.6e-08M*	24%	3.5e-08M*	-1%	23%	-0.8%	i	-6%	-1%	1.0%
